# Source: PubChem
# NR1D1 modulator: modulates human Rev-erb alpha binding to DNA. P20393. Rev-erbα–FITC-DNA binding, fluorescence polarization, 90 min. activity, % at 10 µM. 370,000 compounds, 0.79% hits. AID 1259318;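 active = activity above about 14%, limit read from the data; passing the limit was not always enough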;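 also: 0% = DMSO wells with 35 nM protein and 100% = DMSO wells with 750 nM protein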
# Target sequence (P20393 whole entry, looked up): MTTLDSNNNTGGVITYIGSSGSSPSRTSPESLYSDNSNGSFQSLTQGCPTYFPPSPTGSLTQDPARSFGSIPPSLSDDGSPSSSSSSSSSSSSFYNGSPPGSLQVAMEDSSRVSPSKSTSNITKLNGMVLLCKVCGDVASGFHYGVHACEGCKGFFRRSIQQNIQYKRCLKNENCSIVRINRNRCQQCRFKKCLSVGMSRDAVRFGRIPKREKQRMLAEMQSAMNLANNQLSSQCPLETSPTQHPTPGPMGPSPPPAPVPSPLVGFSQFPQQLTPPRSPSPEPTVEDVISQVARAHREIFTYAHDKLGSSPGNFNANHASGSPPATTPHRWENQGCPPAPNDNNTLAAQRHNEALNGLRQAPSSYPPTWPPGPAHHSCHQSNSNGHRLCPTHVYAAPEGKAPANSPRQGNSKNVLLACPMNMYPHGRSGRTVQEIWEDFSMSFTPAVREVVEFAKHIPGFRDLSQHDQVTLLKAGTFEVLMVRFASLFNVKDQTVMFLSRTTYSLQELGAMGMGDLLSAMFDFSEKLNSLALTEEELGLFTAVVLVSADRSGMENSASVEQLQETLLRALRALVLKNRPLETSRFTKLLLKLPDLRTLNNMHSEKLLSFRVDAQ
# PRMT1 inh: blocks human protein arginine methyltransferase 1 | recombinant PRMT1, activity-based probe fluorescence polarization | 370,000 compounds, 1.3% hits | inhibition, % at 2.79 µM;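 active = inhibition above about 21% made by adding two undisclosed values, limit read from the data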
# Target sequence (Q99873 whole entry, looked up): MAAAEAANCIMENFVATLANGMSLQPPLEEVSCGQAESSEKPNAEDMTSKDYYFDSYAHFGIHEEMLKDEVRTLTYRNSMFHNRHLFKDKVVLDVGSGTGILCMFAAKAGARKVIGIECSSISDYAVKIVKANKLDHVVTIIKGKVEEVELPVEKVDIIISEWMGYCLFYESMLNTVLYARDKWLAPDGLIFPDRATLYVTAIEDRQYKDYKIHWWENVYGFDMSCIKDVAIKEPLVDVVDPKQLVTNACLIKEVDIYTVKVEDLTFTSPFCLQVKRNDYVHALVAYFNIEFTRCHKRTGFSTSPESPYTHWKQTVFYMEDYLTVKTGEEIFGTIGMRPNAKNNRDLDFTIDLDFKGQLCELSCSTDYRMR
# mABHD4 FP: ABHD4 (mouse) inhibition, primary FP screen; Q8VD66; purified mABHD4, FP-Rh probe fluorescence polarization; inhibition, % at 8.92 µM; 370,000 compounds, 0.54% hits; AID 720543;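 active = inhibition exceeding the mean over every tested compound plus 3 SD, cut at about 30% in these data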;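 also: 0% = plate median of compound wells and 100% = S159A mutant with DMSO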
#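 Assay system: Wild-type mouse ABHD4 protein | Medium: HEPES pH 7.0 buffer, 150 mM NaCl, 0.01% Pluronic F-127 | Incubation: Enzyme–compound pre-incubation 45 min, then probe 60 min, both 25 °C | Technique: Fluorescence polarization with parallel and perpendicular emission, 525/598 nm | Evaluation: % inhibition of FP-Rh probe binding versus controls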
# TDP2 inh: TDP2 (human) inhibition, absorbance primary screen | O95551 | recombinant TDP2, T5PNP hydrolysis, p-nitrophenol absorbance 415 nm | inhibition, % at 12.8 µM | 370,000 compounds, 0.34% hits | AID 720702;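 active = inhibition above the mean of all tested compounds plus 3 SD, set per campaign, cut at about 25% in these data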;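 also: 0% = DMSO with enzyme and 100% = buffer with substrate but no TDP2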
#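 System – recombinant human TDP2 · Quantity – TDP2 enzyme at 120 nM final · Doses – single concentration, 12.8 µM nominal, with 1% DMSO · Incubation – 2 h at 37 °C · Measured by – epi absorbance of p-nitrophenol freed from T5PNP by hydrolysis · Read-out – % inhibition relative to enzyme-containing and enzyme-free wells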
# PG9 Ab binder: binds the HIV-1 gp120 antibody PG9 | AID 624416 | TR-FRET gp120-PG9 antibody binding | 360,000 compounds, 0.43% hits | inhibition, % at 6.7 µM; in the data active = inhibition above about 8.5%
# LEDGF integ inh: blocks HIV-1 LEDGF/p75-dependent DNA integration; 370,000 compounds, 0.64% hits; inhibition, % at 3.7 µM; TR-FRET IN-LEDGF/p75 DNA integration, Eu/Cy5; AID 743269;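 active = inhibition above the screen-wide mean plus 3 SD, cut at about 13% in these data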;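 also: signal is the Cy5 over europium emission ratio at 671 and 618 nm; 0% = plate median of compound wells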
# HTRA1 inh: blocks human HTRA1 serine peptidase. recombinant HTRA1, FP-rhodamine activity-based probe, fluorescence polarization. inhibition, % at 5.96 µM. 340,000 compounds, 0.5% hits; in the data active = inhibition above about 36%;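 also: 0% = enzyme with DMSO and 100% = wells lacking enzyme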
# SIAE inh: human SIAE inhibition, primary screen. 370,000 compounds, 0.69% hits. AID 1053197. SIAE FP-Rh probe binding, fluorescence polarization. inhibition, % at 9.66 µM. Q9HAT2;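 active = inhibition above a cutoff: mean of compounds within the control limits plus 3 SD of those, cut at about 17% in these data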;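 also: 0% = plate median of compound wells and 100% = probe without SIAE protein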
# rCAG binder: binds r(CAG) RNA repeats | 370,000 compounds, 1.3% hits | AID 651821 | inhibition, % at 3 µM | r(CAG) RNA repeat, TO-PRO-1 dye displacement fluorescence;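 active = inhibition above the plate cutoff, the mean of all test compounds on that plate plus 3 SD, cut at about 35% in these data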;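 also: 0% = DMSO alone and 100% = 100 µM mitoxantrone as full dye displacement; higher means more dye released from RNA so lower well fluorescence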
# TCR-CD3 inh: blocks the human TCR-CD3 interaction. inhibition, % at 9.4 µM. AID 651800. 360,000 compounds, 0.37% hits. TAMRA-labeled TCR probe fluorescence, biochemical; in the data active = inhibition above about 19%;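 also: recombinant mutant TCR 2C K166C tagged with TAMRA read by polarization; 0% = receptor in buffer alone and 100% = receptor with positive control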
# Starred values were filed as active, the others as inactive; · = no result given.
SMILES,NR1D1 modulator,PRMT1 inh,mABHD4 FP,TDP2 inh,PG9 Ab binder,LEDGF integ inh,HTRA1 inh,SIAE inh,rCAG binder,TCR-CD3 inh
O=C(O)c1ccc(S(=O)(=O)c2ccc3c(c2)C(=O)N(Cc2ccco2)C3=O)cc1,-0.5,0.1,-11.6,14.9,0.3,4.8,-2.6,-3.5,8.0,1.1
CCN1CN(Cc2ccco2)CNC1=S,-4.3,-4.6,-9.5,-12.0,-0.7,-0.2,3.4,12.5,-0.6,-1.6
Cc1cccc(Oc2ccccc2NC(=O)c2cnccn2)c1,-0.6,-4.4,-7.7,2.8,-1.7,8.9,2.2,-0.1,-0.9,6.9
O=C(CSC1CCCCC1)Nc1ccccc1Br,-3.1,2.6,-5.7,-11.1,-0.1,-5.4,-4.5,-7.7,1.7,-2.1
Cc1ccc(C2CC(=O)C(C=NCCN3CCN(C(=S)Nc4ccc(F)cc4)CC3)=C(O)C2)cc1 (configuration not stated),8.3,2.2,3.3,5.9,0.8,3.4,-2.5,0.8,1.1,-1.9
C[n+]1cccc(/C=N/NC(=O)CC23CC4CC(CC(C4)C2)C3)c1,-0.2,-1.0,-0.2,2.7,-0.1,-2.1,0.5,2.7,-1.3,7.8
Cc1oc(-c2cc(F)cc(F)c2)nc1CN1CCSCC1,-1.9,-2.1,5.6,8.4,0.8,0.2,1.8,5.3,-2.0,8.5
COc1cccc(C(C(=O)NC2CCCC2)N(C(=O)CNC(=O)c2ccco2)c2cccnc2)c1 (configuration not stated),2.1,-2.6,1.0,19.2,-0.6,0.7,-3.1,-0.5,-4.1,-2.0
O=C1OC2CC3CC1CC(O)(C3)C2 (configuration not stated),3.4,-0.5,-0.2,7.9,-0.7,0.7,-1.8,3.2,0.4,3.4
CCc1c(C)c(C#N)c2nc3ccccc3n2c1N(C)C,2.4,0.3,-1.8,-6.4,-0.3,5.3,-3.4,2.1,0.1,8.6
COc1cccc(/C=C/C(=O)OCC(=O)NCc2ccc3c(c2)OCO3)c1,-0.2,-3.5,-0.1,4.5,1.1,5.0,-1.2,6.8,0.8,1.9
CC(C)NC(=O)CSc1nnc(-c2ccncc2)n1-c1ccccc1,-8.3,0.5,3.4,-1.1,-0.5,-0.3,-4.8,3.6,-2.1,-1.0

# The final two records of the section above open the next one:
SMILES,NR1D1 modulator,PRMT1 inh,mABHD4 FP,TDP2 inh,PG9 Ab binder,LEDGF integ inh,HTRA1 inh,SIAE inh,rCAG binder,TCR-CD3 inh
COc1cccc(/C=C/C(=O)OCC(=O)NCc2ccc3c(c2)OCO3)c1,-0.2,-3.5,-0.1,4.5,1.1,5.0,-1.2,6.8,0.8,1.9
CC(C)NC(=O)CSc1nnc(-c2ccncc2)n1-c1ccccc1,-8.3,0.5,3.4,-1.1,-0.5,-0.3,-4.8,3.6,-2.1,-1.0
Cc1ccc(C(=O)NCCN2C3=NC[C@H](C(C)C)N3C[C@H]2Cc2ccc(O)cc2)cc1Br,4.8,10.7,11.7,3.5,-0.2,1.9,-7.8,7.0,15.2,1.6
CCc1nnc(NC(=O)CN2CCN(S(C)(=O)=O)CC2)s1,-6.7,2.2,-2.0,8.0,-0.3,0.4,2.5,-4.7,-0.7,3.5
O=C1CNC(=O)/C1=C/c1ccc(O)cc1,2.2,7.7,10.4,-3.2,-2.4,-1.9,-1.4,-0.2,0.3,0.8
COc1ccc(S[C@]2(C(=O)N(C)C)CC(=O)N(c3ccc(C#N)cc3)[C@@H]2c2ccc(OC)cc2)cc1,-3.2,4.1,-5.6,-11.8,·,4.2,·,-3.4,3.0,·
Nc1nc(SCCO)[nH]c(=O)c1NC(=O)c1ccc(Br)o1,-5.9,0.1,1.3,1.8,-2.6,-1.0,-3.8,0.2,0.3,-0.8
O=C(CSc1nnc(NC(=O)c2ccccc2)s1)NCC1CCCO1 (configuration not stated),0.5,-1.9,-9.3,0.4,-2.6,5.4,-2.0,-9.9,-0.1,6.2
CC[C@@]1(c2ccccc2OC)ON(c2ccccc2C(F)(F)F)C1=O,8.0,2.8,5.8,-1.3,1.1,-2.8,-12.1,3.9,-1.1,5.7
C[C@H](N)c1nnc(SCC(=O)N(C)C)o1,0.6,-2.9,6.7,12.6,-1.0,1.7,8.2,3.2,2.6,3.9
O=C(Nc1ccc2cn[nH]c2c1)c1ccc(Cl)c(S(=O)(=O)N2CCOCC2)c1,-2.8,-2.5,-1.1,5.1,-1.1,-2.0,-12.3,0.8,2.1,-1.7
O=C(NCc1ccccc1)C1CCN(S(=O)(=O)c2ccc(N3CCCC3=O)cc2)CC1,-5.6,2.1,4.1,4.6,-1.9,-2.0,1.4,-1.8,-1.3,4.3
COc1ccc(NC(=O)c2ccc(COc3ccccc3Br)o2)cc1OC,1.9,-1.6,-13.3,4.5,0.3,1.2,-19.4,8.5,0.9,4.0
CC1(C2CC2)NC(=O)N(CC(=O)Nc2ccccc2F)C1=O (configuration not stated),4.2,-1.2,2.8,6.9,1.0,-3.6,0.1,7.7,-1.4,2.0
O=C(N/N=C/c1ccccc1C(=O)O)c1ccc(COc2cccc3cccnc23)cc1,4.7,4.2,-5.0,-9.9,0.6,3.8,-3.4,1.9,16.9,12.5
CC(C)(C)C(=O)N1CCN(c2ccc(Cl)cc2[N+](=O)[O-])CC1,-7.2,2.5,11.2,-4.7,0.3,-2.4,-3.8,4.5,-4.3,0.8
Nc1cc(S(=O)(=O)N2CCCCC2)ccc1Oc1ccc(Cl)cc1,-0.3,-3.5,-8.4,-5.7,-1.7,40.0*,-32.7,-3.1,-3.2,0.7
Cc1nc2cc(NCc3nc4ccccc4n3Cc3ccccc3)ccc2n1C,-19.4,-1.1,10.8,-3.6,-1.8,-2.0,-6.2,5.5,-4.8,7.0
COC(=O)c1cscc1NC(C)=O,1.2,-2.5,6.6,-6.3,-1.8,1.0,-0.7,-7.0,1.3,1.3
CCn1c(=O)c2cc(S(=O)(=O)NCc3ccccc3)ccc2n(CC)c1=O,-5.3,-1.6,-4.2,3.2,3.0,0.9,-14.3,-5.3,-2.9,-6.8
COc1ccc(NC(=O)N2CCC(c3ccccc3)C2)c(OC)c1 (configuration not stated),2.9,0.0,-0.2,-6.4,-0.7,-1.3,5.7,2.6,1.9,4.0
CCCc1ncc(C(O)c2ccccc2OC)n1C (configuration not stated),-5.3,-3.5,-1.4,8.9,-0.6,-1.2,·,0.6,-1.4,-0.5
CCC(=O)N1CCc2cc(Br)cc(S(=O)(=O)N3CCC(C(=O)NC(C)C)CC3)c21,-9.3,0.4,1.0,8.1,0.3,-0.3,-6.2,1.4,2.9,3.5
O=S(=O)(c1ccc2ccccc2c1)N1CCOCC1,13.0,-4.7,-2.4,4.7,-0.3,2.3,0.9,2.8,4.3,7.5
COc1ccc(C2/C(=C(\O)c3ccc4c(c3)OCCO4)C(=O)C(=O)N2CCCn2ccnc2)cc1 (configuration not stated),-4.6,-1.6,-10.1,-21.1,0.9,0.0,5.6,2.2,8.5,-10.8
COc1ccc(CC2(CO)CCN(CC3=Cc4cc(Cl)ccc4OC3)CC2)cc1,-0.4,0.3,1.0,-9.3,-0.1,-2.1,-37.1,-6.2,-4.0,-4.8
NC1=NC(=O)/C(=C\C=C\c2ccccc2)S1,0.2,0.9,-3.4,-9.0,-5.1,-4.9,-3.7,-6.0,4.3,4.6
COC(=O)NC(NS(=O)(=O)c1ccccc1)(C(=O)OC)C(F)(F)F (configuration not stated),-0.3,-2.0,8.2,1.1,-2.5,2.9,6.4,7.8,-0.7,-7.4
S=C(Nc1ccc(Cl)cc1)Nc1cccc2cnccc12,-1.5,2.9,16.8,35.3*,-3.8,3.9,4.7,13.1,5.3,1.8
CCOC(=O)c1c(C)c(-c2ccccc2)n(CC(=O)N2CCCC2)c1C,-1.4,0.1,-14.9,-0.1,-2.5,-1.8,-3.0,-1.6,-1.0,-4.5
O=C(c1cc(-c2ccc(Cl)c(Cl)c2)on1)N1CCN(c2ccccc2)CC1,-1.4,-0.8,4.2,0.6,1.0,-0.5,3.9,-4.4,1.1,2.5
Cn1ccnc1SCC(=O)Nc1ccc([N+](=O)[O-])cn1,-4.8,0.8,-2.4,8.8,-0.2,-0.4,2.5,0.4,0.4,5.2
COc1ccccc1NS(=O)(=O)c1ccc(C)c(C(=O)NC2=NCCS2)c1,-4.1,-3.2,-4.1,4.1,2.8,3.2,0.7,8.6,7.1,-5.5
NS(=O)(=O)c1ccc(N2N=C(c3ccccc3)CC2c2ccccc2)cc1 (configuration not stated),-7.8,0.6,-19.4,-8.1,-0.1,-0.6,-15.8,1.2,6.5,-0.5
COc1cc(C(=O)N(C)C2CCCCC2)ccc1OC1CCN(C(C)=O)CC1,-2.6,-2.3,-0.2,-0.9,0.3,4.4,6.3,1.4,-9.1,-3.4
O=C(CCc1ccccc1)Nc1ccc(N2CCOCC2)c(Cl)c1,4.6,-1.5,2.0,0.5,0.3,-0.1,-8.5,5.6,-0.1,2.4
Cc1ccccc1NC(=O)C1=CC=CN2CCS(=O)(=O)N=C12,-3.7,2.1,1.9,1.8,-2.3,2.2,-9.8,-5.0,-0.2,3.7
Cc1coc2cc3oc(=O)c(CCC(=O)NCc4ccccn4)c(C)c3cc12,4.6,-6.3,0.2,9.6,-0.4,5.6,-1.7,10.6,-3.2,7.2
COc1ccc(/C=C/C(=O)NCCc2ccc(S(N)(=O)=O)cc2)cc1,-3.0,-1.7,-1.7,-1.2,-1.0,-1.5,-1.5,-3.5,2.5,5.5
CN(Cc1cccc(F)c1)C(=O)CN1C(=O)NC2(CCc3ccccc32)C1=O (configuration not stated),3.0,1.0,4.1,13.2,-1.2,-3.2,8.3,4.3,2.1,0.8
CC(CCc1ccccc1)NC(=O)COC(=O)c1ccc(F)cc1 (configuration not stated),-0.6,-4.2,2.5,6.4,-0.4,1.0,-2.6,5.0,-2.1,4.8

# Filtered by structure: the entries above with an aryl thioether with sulfur outside any ring
SMILES,NR1D1 modulator,PRMT1 inh,mABHD4 FP,TDP2 inh,PG9 Ab binder,LEDGF integ inh,HTRA1 inh,SIAE inh,rCAG binder,TCR-CD3 inh
CC(C)NC(=O)CSc1nnc(-c2ccncc2)n1-c1ccccc1,-8.3,0.5,3.4,-1.1,-0.5,-0.3,-4.8,3.6,-2.1,-1.0
COc1ccc(S[C@]2(C(=O)N(C)C)CC(=O)N(c3ccc(C#N)cc3)[C@@H]2c2ccc(OC)cc2)cc1,-3.2,4.1,-5.6,-11.8,·,4.2,·,-3.4,3.0,·
Nc1nc(SCCO)[nH]c(=O)c1NC(=O)c1ccc(Br)o1,-5.9,0.1,1.3,1.8,-2.6,-1.0,-3.8,0.2,0.3,-0.8
O=C(CSc1nnc(NC(=O)c2ccccc2)s1)NCC1CCCO1 (configuration not stated),0.5,-1.9,-9.3,0.4,-2.6,5.4,-2.0,-9.9,-0.1,6.2
C[C@H](N)c1nnc(SCC(=O)N(C)C)o1,0.6,-2.9,6.7,12.6,-1.0,1.7,8.2,3.2,2.6,3.9
Cn1ccnc1SCC(=O)Nc1ccc([N+](=O)[O-])cn1,-4.8,0.8,-2.4,8.8,-0.2,-0.4,2.5,0.4,0.4,5.2

# Some of the compounds tested (hit frequency here may not be typical).
